# Source: PubChem BioAssay (several laboratories)
# CSM14.1 death rescue = rescue of cells from ER stress-induced death, primary screen, 384-well, CSM14.1, thapsigargin, ATP luminescence (AID 1222) | CSM14.1 thapsigargin-induced death rescue, ATP luminescence; higher % means a stronger effect | one-dose cellular ATP content (survival), % at 20 µM; EC50 in µM for titrated hits | 190,000 tested, under 10 active;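 active = EC50 below 50 µM in the dose-response confirmation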;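 also: death triggered by thapsigargin at about 15 µM added after 2 h compound pretreatment; cell ATP read after overnight thapsigargin exposure of roughly 18 to 22 hours; normalized against plate controls of thapsigargin alone and 5% DMSO vehicle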
# RSV antiviral HEp-2 = RSV antiviral activity via CPE protection, HEp-2 cells, primary 10 µM value included (AID 2391); 310,000 tested, 0.13% active; one-dose CPE inhibition, % at 10 µM; IC50 in µM for titrated hits; HEp-2 cells, RSV-induced CPE inhibition; higher % means a stronger effect; in the data active = a potency from the dose series; inconclusive = CPE inhibition mostly from about 23% at the one dose, without a potency; inactive = the rest, 99 in 100 with CPE inhibition below about 21%; also: strong numbers were not always called active
# Dengue-2 NS5 capping = Dengue-2 NS5 methyltransferase inhibitors, primary screen, biochemical, confirmation dose response (AID 588689); 340,000 tested, 0.3% active; Dengue-2 NS5 methyltransferase capping enzyme assay, biochemical; higher % means a stronger effect; one-dose inhibition, % at 25 µM; IC50 in µM for titrated hits; in the data active = a potency from the dose series; inconclusive = inhibition above about 29% without an active follow-up result
# Yfh1-depleted yeast = enhancers of respiration in Yfh1-depleted yeast, dose response, Friedreich's ataxia, plus single-dose screen (AID 1465); fold induction at 50 µM, or EC50 in µM where a hit was titrated; 220,000 tested, 0.074% active; S. cerevisiae Yfh1-off respiration, WST-1 reduction, 72 h; higher fold induction means a stronger effect;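 active = fold induction of absorbance versus untreated yeast above a set limit, then at least 30% activation at any dose in follow-up; inconclusive = repeats straddling the limit, or above it without dose testing; inactive = fold induction below the set limit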;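 also: activators that raise dye reduction in frataxin-depleted yeast; strong numbers were not always called active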
# XIAP displacement = XIAP antagonists, biochemical, IAP family, fluorescence polarization (AID 1018); one-dose displacement, % at 20 µM; IC50 in µM for titrated hits; 200,000 tested, 0.007% active; XIAP BIR domain, fluorescence polarization peptide displacement; higher % means a stronger effect; in the data active = displacement above about 50%; also: a part of the inactive calls stands beside numbers as strong as those of hits
# SV40 large T antigen = SV40 large T antigen inhibitors, biochemical (AID 1903); SV40 large T antigen ATPase/helicase inhibition assay; higher % means a stronger effect; inhibition, % at 20 µM, or IC50 in µM where a hit was titrated; 310,000 tested, 0.39% active; in the data active = a potency from the dose series; inconclusive = inhibition mostly from about 32% at the one dose, without a potency; inactive = the rest, 99 in 100 with inhibition below about 32%; also: strong numbers were not always called active
# WT yeast gro inh = growth inhibition of WT strain, primary screen, mitochondrial fusion inhibitor project, WT and mutant strains, chemical genetic | inhibition, % at 10 µM | 190,000 tested, 2.1% active | mitochondrial fusion phenotypic screen | AID 1362, 2008; in the data active = inhibition above about 58%; tested in S. cerevisiae
# UTI89 phage lysis = inhibition of K1F phage lysis, E. coli UTI89, bacterial capsule biogenesis inhibitors, alamar blue (AID 488966) | E. coli UTI89 K1F phage lysis, alamar blue, 2 h; higher % means a stronger effect | 340,000 tested, 0.02% active | inhibition, % at 100 µM, or IC50 in µM where a hit was titrated;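 active = phage lysis inhibition, versus mean bacterial control, above a set limit; inconclusive = no clear call, values can overlap the other calls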;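 also: capsule biogenesis inhibitors block K1F phage lysis so surviving cells raise fluorescence; higher fluorescence means more inhibition of phage lysis; actives were called in the ten point dose series up to 300 µM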
# West Nile virus CPE = West Nile virus antiviral activity, cell-based, CPE readout (AID 1621) | West Nile virus-infected cells, CPE inhibition; higher % means a stronger effect | one-dose CPE inhibition, % at 10 µM; IC50 in µM for titrated hits | 290,000 tested, 0.02% active; in the data active = a potency from the dose series; inconclusive = CPE inhibition mostly from about 3.7% at the one dose, without a potency; inactive = the rest, 99 in 100 with CPE inhibition below about 2.2%; also: strong numbers were not always called active
# WT yeast gro inh mutant strain = further read-out of WT yeast gro inh, marked with its call; inhibition, %; mitochondrial fusion phenotypic screen, mutant strain inhibition
# Dengue-2 NS5 capping pilot replicate = also measured in Dengue-2 NS5 capping; calls as there; inhibition, %; measured here: pilot screen replicate inhibition
# Starred values were filed as active, the others as inactive; i = inactive; ? = inconclusive; nt = not tested or not shown; [ ] = dose if it differs, or a comment. No enrichment for hits; 2.2% or so of the library scored in one or more.
SMILES,CSM14.1 death rescue,RSV antiviral HEp-2,Dengue-2 NS5 capping,Yfh1-depleted yeast,XIAP displacement,SV40 large T antigen,WT yeast gro inh,WT yeast gro inh mutant strain,UTI89 phage lysis,West Nile virus CPE,others
Cc1ccc(NC(=O)CN(C)C(=O)c2cccc(S(=O)(=O)NCc3ccccc3)c2)cc1,nt,-0.3%,1%,nt,nt,3%,nt,nt,1.1%[50 µM],nt,
Cc1ccc(S(=O)(=O)N(c2cccc(C)c2)C2CCS(=O)(=O)C2)cc1 (stereo unspecified),-1.8%,3.1%,-3%,i,-6.2%,26%,-12,9,0.1%,-0.3%,Dengue-2 NS5 capping pilot replicate=-1.2
CCOC(=O)c1c(C)[nH]c(-c2csc(C)n2)c1C,3.1%,4.0%,1%,i,-1.8%,8%,12,-9,0.4%,nt,
CC(C)C(=O)N1CCC(n2nccc2NC(=O)CCOc2ccccc2)CC1,nt,0.2%,-4%,nt,nt,-15%,nt,nt,-0.1%,-0.2%,
CC1(C)Cc2c(cnn2-c2ccccc2)C(NC(=O)c2ccc[n+]([O-])c2)C1 (stereo unspecified),nt,1.1%,5%,nt,nt,11%,nt,nt,-0.1%,-0.3%,
Cc1ccc(SCc2nc(-c3ccccn3)no2)cc1,-0.2%,-0.5%,-4%,i,0.9%,6%,-20,-48,0.2%,0.1%,
Cc1nc(N=C(N)N)nc2ccccc12,0.4%,8.3%,-3%,i,0.8%,7%,18,2,-1.4%,-0.1%,
O=C(Nc1nc2n(n1)C(c1ccccc1)C=C(c1ccccc1)N2)c1ccco1 (stereo unspecified),-0.6%,0.7%,-4%,i,-5.9%,35%,22,24,2.4%,0.1%,
CCc1ccc(CN(C)C(=O)C2CCC(=O)N(Cc3ccccn3)C2)cc1 (stereo unspecified),nt,2.4%,2%,nt,nt,3%,nt,nt,0.1%,-0.6%,
Cc1csc2c(N3CCN(C(=O)c4ccc(C(C)(C)C)cc4)CC3)ncnc12,nt,2.3%,11%,i,nt,8%,nt,nt,0.4%,-1.2%,
CCC(C)(C)NC(=O)CN(Cc1ccc2c(c1)OCO2)C(=O)CCC(=O)Nc1nccs1,0.1%,-1.6%,-4%,i,-4.5%,1%,-10,13,-1.2%,-0.6%,
COCCN1C(=O)C(=O)/C(=C(/O)c2ccc(S(=O)(=O)N3CCOCC3)cc2)C1c1cccc(OC)c1 (stereo unspecified),nt,2.1%,5%,nt,nt,12%,nt,nt,0.2%,1.7%,
CCc1nnc(NC(=O)c2ccc(S(C)(=O)=O)cc2)s1,nt,0.1%,-7%,i,nt,6%,nt,nt,0.2%,0.2%,
O=C(Nc1sc2c(c1C(=O)c1ccc(Cl)cc1)CCCC2)c1cccnc1,-1.5%,11%,-1%,i,-1.7%,0%,47,27,0.7%,0.6%,
COCc1ccc(C(=O)N2CCCC(Nc3ccc(C(C)C)cc3)C2)o1 (stereo unspecified),nt,12%,-2%,nt,nt,23%,nt,nt,-0.1%,-0.2%,
O=C(Nc1cccc(C(=O)O)c1)/C(=C\c1ccccc1)NC(=O)c1ccccc1Cl,-1.1%,0.2%,-2%,i,-2.1%,18%,-10,-9,-2.2%,0.0%,
NS(=O)(=O)c1ccc(Oc2ccc(S(N)(=O)=O)cc2)cc1,0.9%,0.9%,nt,i,-4.7%,14%,3,-7,0.2%,0.0%,
COc1cccc(-c2nnc(NC(C)=O)o2)c1,nt,1.3%,1%,i,nt,nt,8,5,0.0%,-0.1%,
CCN(CCO)Cc1csc2cc(C)ccc12,-2.9%,0.5%,3%,i,-0.5%,6%,-12,-15,0.5%[50 µM],0.4%,
Cc1c(NC(=O)CN2C(=O)NC(CCc3ccccc3)C2=O)c(=O)n(-c2ccccc2)n1C (stereo unspecified),nt,2.8%,-1%,i,-6.5%,1%,1,13,-0.1%,-0.1%,
Cc1ccc(C(C)NC(=O)c2c(-c3ccccc3)noc2C)cc1C (stereo unspecified),nt,3.5%,-2%,nt,nt,11%,nt,nt,-0.1%,-0.5%,
CC(C)(CNC(=O)c1cc2c(s1)CCCC2)N1CCOCC1,nt,-1.9%,11%,nt,nt,4%,nt,nt,1.6%[50 µM],nt,
CN(C)c1nc(Nc2ccc(Cl)cc2)nc(OCC#N)n1,-2.4%,20%,3%,i,-8.5%,12%,-12,8,2.8%,-0.6%,
COC(=O)C1=C(C(=O)c2ccccc2)C(c2ccccc2)n2nnnc2N1 (stereo unspecified),0.8%,3.6%,-3%,i,-1.5%,-6%,17,16,0.2%,0.3%,
O=C(N/N=C/C=C/c1ccccc1)c1cnccn1,3.9%,1.9%,-2%,i,3.0%,1%,-1,6,0.4%,0.5%,
O=C(NCCCN1CCOCC1)c1cc2ccccc2o1,-2.6%,0.7%,0%,i,-4.2%,-1%,nt,nt,4.2%,-0.3%,
Cn1nnnc1SCc1ccc(C(=O)Nc2nccs2)cc1,-0.8%,-2.1%,1%,i,-2.7%,-6%,12,12,-0.2%,0.5%,
CC1CCCC(NC(=O)Cc2ccc(Br)cc2)C1C (stereo unspecified),-2.2%,2.9%,0%,i,-3.8%,20%,2,-9,-0.4%,-1.2%,
Cc1ccc(C)c(NC(=O)CSc2nnc(CNC(=O)c3ccco3)o2)c1,nt,0.1%,1%,nt,nt,2%,nt,nt,0.4%,0.4%,
CC12COC3(C(=O)Nc4ccccc4F)CC1CCC32C (stereo unspecified),-0.5%,-1.6%,-3%,i,5.6%,0%,0,8,1.8%,0.5%,
CCN(CC(=O)NCc1ccc(Cl)cc1)C(=O)CSc1ccccc1F,nt,-1.8%,-7%,nt,nt,25%,nt,nt,0.1%[50 µM],nt,
O=C(c1ccccc1)c1coc2ccc(O)c(CN3CCOCC3)c12,nt,1.2%,-11%,i,0.2%,6%,4,19,-1.3%,-0.1%,
Cc1ccc(C(=O)Nc2nc3ccc(Cl)cc3s2)o1,nt,4.2%,-5%,nt,nt,3%,nt,nt,-1.8%,nt,
Nc1nc(Nc2cccc(C(F)(F)F)c2)nc(C(F)(F)F)n1,0.1%,-0.8%,-5%,i,-6.7%,-11%,42,13,-0.2%,1.1%,
CCCCOC(=O)c1ccc(NC(=O)C(=O)CC(=O)c2ccc(OC)cc2)cc1,nt,0.1%,-6%,nt,nt,24%,nt,nt,0.9%,-1.9%,
COc1ccc(-n2ncc3c(NCc4cccs4)ncnc32)cc1,-0.5%,4.0%,-1%,i,-8.4%,4%,7,9,0.7%,-0.1%,
Cc1cccc(NC(=O)CN2C(=O)N/C(=C/c3ccc(C)o3)C2=O)c1,-2.4%,-0.2%,10%,i,1.1%,21%,13,6,4.6%[50 µM],-0.4%,
CC(C)n1c(CN2CCN(Cc3ccccc3)CC2)nc2ccccc21,nt,-1.2%,-3%,i,nt,6%,nt,nt,2.1%,-0.9%,
COc1ccc(-n2nc3c(N4CCC(C(=O)N5CCCCCC5)CC4)nnc(C)c3c2C)cc1,nt,-1.3%,-30%,nt,nt,nt,nt,nt,0.3%,0.0%,
Cc1ccc(C)c(NC(=S)N(CCc2nc3cc(C)c(C)cc3[nH]2)Cc2cccnc2)c1,-4.0%,-0.4%,-2%,i,-2.7%,-3%,-3,-20,0.0%,-0.3%,
COc1ccc2c(c1)Cc1sc(NC(=O)c3cccnc3)nc1-2,-0.8%,6.3%,-5%,i,-6.0%,18%,20,5,-0.2%,-0.5%,
O=c1[nH]c(/C=C/c2ccccc2Cl)nc2ccccc12,nt,6.6%,-1%,nt,nt,15%,nt,nt,0.4%,0.5%,
CCOC(=O)N1CCN(S(=O)(=O)c2ccc(OCC)cc2)CC1,0.0%,4.5%,-5%,i,-4.9%,-29%,8,-3,3.3%,-1.1%,
COCCC1CCCCN1C(=O)c1cccc(OC2CCN(C3CCCC3)CC2)c1 (stereo unspecified),2.0%,-2.3%,-2%,i,-4.7%,?,-8,10,0.2%,-0.3%,
Cn1c(COc2ccccc2Br)nc2ccccc21,nt,12%,nt,nt,nt,6%,nt,nt,-0.1%,-0.3%,
CCOC(=O)N1CCN(C(=O)CNS(=O)(=O)c2c(C)cc(C)cc2C)CC1,nt,1.3%,-12%,nt,nt,0%,nt,nt,0.0%,-0.4%,
COc1ccccc1/C=N\NC(=O)c1c(C)nc2ccc(Cl)cn12,nt,1.4%,nt,nt,nt,7%,nt,nt,0.1%,-0.1%,
COc1cc(O)c(C(CC(=O)N2CCCC(C)C2)c2ccc(N(C)C)cc2)c(OC)c1 (stereo unspecified),nt,2.8%,0%,i,nt,24%,nt,nt,0.1%,-0.8%,
COc1ccc(OCCCC(=O)Nc2cccnc2)cc1,-1.2%,2.5%,-2%,nt,-3.9%,12%,7,-3,-0.9%[50 µM],nt,
Cc1onc(-c2ccccc2Cl)c1C(=O)N1CCOC12CCN(c1cccc(F)n1)CC2,1.0%,3.6%,2%,i,1.2%,3%,0,5,0.0%,-0.7%,
CCCCc1ccc(NC(=O)COc2ccc(C(=O)Nc3ccccc3OCC)cc2)cc1,10%,-0.6%,-10%,i,2.0%,18%,-7,8,6.1%,-0.5%,
N#Cc1ccccc1CSc1ccc(-c2nc3ccccc3[nH]2)cn1,-0.4%,21%,-3%,i,5.2%,14%,1,15,0.4%,-0.4%,
COc1ccc(N(C)C(=O)c2cnc(N3CCN(c4ncccn4)CC3)c3ccccc23)cc1,-0.1%,1.1%,-2%,nt,-4.0%,-2%,9,10,-0.5%,nt,
NC(=O)c1c(N)sc2c1CCCCC2,0.1%,1.5%,22%,i,0.3%,19%,4,4,0.1%,1.0%,
COc1ccc(NC(=S)N(CCc2c(C)[nH]c3ccc(C)cc23)Cc2cccs2)cc1,1.2%,19%,4%,nt,-2.1%,9%,66*,21*,0.4%,nt,
CCOC(=O)c1cc(-c2ccc(C)cc2)n(CCC(=O)NCCN(C)C)c1C,-1.7%,nt,-8%,i,-9.4%,0%,0,-17,8.6%,2.8%,
CC(C)(C)S(=O)(=O)c1c(C(=O)O)cccc1C(=O)O,-1.2%,1.4%,-2%,i,-2.4%,0%,-15,-16,0.7%,1.1%,
CCOc1c(CNCCN2CCOCC2)cccc1OC,-4.0%,0.1%,-3%,i,-5.7%,-6%,-3,-7,3.3%,0.9%,
COc1cccc(CN(C)C(=O)c2cccnc2SC)c1OC,-0.2%,1.0%,7%,i,-5.1%,9%,-16,14,1.1%,-0.1%,
O=C1NC(=O)/C(=C\c2ccccc2OCc2ccccc2)S1,-1.1%,-2.9%,-1%,i,-12%,8%,31,22,0.5%,-0.1%,
